CD40 NFkB inh – CD40 pathway inhibition in BL2 cells. hit rate 0.94% among 83,000. inhibition, % at 10 µM. BL2 NF-kB luciferase reporter, CD40L-induced, 4 h;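 active = mean inhibition of at least 50% with a set share of replicates also reaching that level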;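 note: 0% = neutral control wells and 100% = IKK inhibitor VII at 50 µM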
* = called active by the depositor; [ ] = dose if it differs, or a comment.

SMILES	CD40 NFkB inh
C/C=C/c1ccc([C@@H]2[C@H](CO)N[C@H]2CNC(=O)c2ccccc2F)cc1	-3[25 µM]
NC(=O)c1oc2ccccc2c1NC(=O)C1CC(=O)N(c2ccccc2)C1 (stereo not drawn)	11
O=C(Cc1ccccc1)c1c[nH]c(C(=O)NC2CCCC2)c1	-3
C[C@@H]1CN([C@H](C)CO)C(=O)CCCn2nncc2CO[C@H]1CN(C)S(=O)(=O)c1ccc(Oc2ccccc2)cc1	9
CO[C@H](CN(C)C(=O)c1ccccc1F)[C@H](C)CN([C@@H](C)CO)S(=O)(=O)c1ccc(F)cc1	-6[25 µM]
Cc1ccc(C)c(COC(=O)CCN=C2NS(=O)(=O)c3ccccc32)c1	-4
COc1cc(CCC(=O)N2CCN(c3ncccn3)CC2)cc(OC)c1OC	16
O=C(Nc1ccccc1C(=O)Nc1cccnc1)c1ccccc1	3
O=C(NCc1ccc2c(c1)OCO2)[C@@H]1[C@@H](CO)[C@@H]2Cn3c(cccc3=O)[C@H]1N2Cc1cncnc1	-9[25 µM]
CCC(C)NC(=O)c1[nH]c(C)c(C(=O)OC)c1C (stereo not drawn)	2
O=C(c1cc(C2CC2)nn1-c1ccccc1)N1CCN(c2ccccn2)CC1	20
CC(=O)N1N=C(c2ccc(C)cc2)CC1c1ccco1 (stereo not drawn)	-45
Cc1ccc2nc(SCC(=O)c3ccc(Cl)cc3)nc(=O)n2c1	-19
C[C@@H]1CN([C@H](C)CO)C(=O)CCCn2cc(nn2)CO[C@H]1CN(C)C(=O)Nc1ccc2c(c1)OCCO2	-91
COc1ccc(CC(=O)N2CCN(C(=O)Cc3ccc(OC)cc3)CC2)cc1	9
Cc1nn(-c2ccccc2)c(C)c1C(=O)NCCc1ccccc1	-54
Cc1nc2ccc(NC(=O)N(C(C)C)C(C)C)cc2s1	-5
CC(OC(=O)c1cc2ccccc2o1)C(=O)Nc1ccc(N2CCOCC2)cc1 (stereo not drawn)	-3
CCOc1ccc(NC(=O)CSc2ccccc2N)cc1	-50
O=C(Cn1c(=O)oc2cc(S(=O)(=O)N3CCCCC3)ccc21)N1CCCCC1	3
CCc1ccccc1NC(=S)N(Cc1ccc(C(=O)O)cc1)Cc1ccc(OC)c(OC)c1	7
COc1ccc(NC(=O)N(C)C[C@@H]2Oc3ccc(NS(=O)(=O)c4ccc(F)cc4)cc3C(=O)N([C@H](C)CO)C[C@@H]2C)cc1	1
CCc1nc2ccc(C(=O)Nc3ccc4c(c3)OCO4)cc2nc1CC	-29
Cc1ccc(N2C(=O)N(CC(=O)N3CCOCC3)C(=O)C2C)cc1 (stereo not drawn)	-13
COc1ccc(NS(=O)(=O)c2cc(NC(=O)COc3ccccc3F)ccc2OC)cc1	4
CCCS(=O)(=O)N1CCCC(C(=O)NCCCOCC)C1 (stereo not drawn)	6
CCOC(=O)Cc1c[nH]c2ccccc12	1
CN1CCN(C(=O)C[C@@H]2CC[C@@H]3[C@H](COC[C@H](O)CN3C(=O)c3ccccc3F)O2)CC1	-8[25 µM]
COc1cscc1C(N)=O	8
Cn1cc([N+](=O)[O-])c(C(=O)N2CCN(Cc3ccc4c(c3)OCO4)CC2)n1	8

For convenience, part of the list above.
SMILES	CD40 NFkB inh
CCCS(=O)(=O)N1CCCC(C(=O)NCCCOCC)C1 (stereo not drawn)	6
CCOC(=O)Cc1c[nH]c2ccccc12	1

New compounds follow
SMILES	CD40 NFkB inh
O=C(CCNS(=O)(=O)c1ccc(OC(F)(F)F)cc1)NC1CC1	9
CC1(C)CC(=O)C2=C(C1)c1c(ccc3ccccc13)NC2c1ccco1 (stereo not drawn)	-91
O=C(c1cccnc1)N1C[C@H]2[C@@H](c3ccccc31)[C@H](CO)N2C(=O)Nc1ccccc1Cl	1
Clc1cccc(-c2ccnc3nc(-n4cccc4)nn23)c1	-2
CCc1ccccc1Nc1nc(N)nc(COC(=O)CCS(=O)(=O)c2ccccc2)n1	-4
COc1ccc(-c2ccc([C@@H]3[C@@H](CO)N4C(=O)CN(Cc5ccccc5)C[C@H]34)cc2)cc1	-9[25 µM]
CS(=O)(=O)N1CCN(C/C=C/c2ccccc2)CC1	14
CN1C[C@@H](O)COC[C@@H]2O[C@H](CC(=O)NC3CCCC3)CC[C@H]21	-7[25 µM]
O=C(C[C@@H]1C[C@H]2c3cc(NC(=O)C4CCC4)ccc3O[C@H]2[C@H](CO)O1)NCc1ccc(Cl)cc1	12[25 µM]
O=c1c2c(-c3ccccc3)csc2ncn1/N=C/c1ccc(O)c([N+](=O)[O-])c1	14
O=C(c1ccco1)N1N=C(c2cccs2)CC1c1ccc(F)cc1 (stereo not drawn)	18
Cc1nc2cc3c(cc2s1)OCO3	4
COc1cccc(S(=O)(=O)N(C)C[C@H]2OCc3ccccc3-c3ccccc3C(=O)N([C@@H](C)CO)C[C@@H]2C)c1	1[25 µM]
O=C1COc2ccc(C(=O)COC(=O)CCOc3ccccc3)cc2N1	6
O=C(Nc1ccccc1)N1CCCCN2[C@H](CO)[C@@H](c3ccc(-c4ccncc4)cc3)[C@@H]2C1	3[25 µM]
CCSc1ccc(C(=O)NCC(=O)O)cc1	-3
Cc1cc(C(=O)NCc2cccs2)cs1	-23
Cc1ccc(-c2csc3ncnc(N4CCN(C(=O)c5ccccc5)CC4)c23)cc1	12
Cn1cc(CCC(=O)NCc2ccc3c(c2)OCO3)c2ccccc21	9
CCN(C[C@@H]1[C@@H](c2ccc(C3=CCCC3)cc2)[C@@H](CO)N1C(C)=O)C(C)=O	-23
O=C(Nc1ccccc1F)N1C[C@H]2[C@@H](c3ccccc31)[C@H](CO)N2C(=O)C1CC1	-31
C[C@H]1CN([C@@H](C)CO)C(=O)c2ccccc2-c2ccccc2CO[C@H]1CN(C)Cc1cccc(F)c1	7
CCOc1ccccc1NC(=O)C(OC(=O)c1ccc(NC(=O)CC#N)cc1)c1ccccc1 (stereo not drawn)	-1
CC(OC(=O)c1ccc(O)cc1)C(=O)Nc1nc(-c2ccccc2)cs1 (stereo not drawn)	17
CN1CCc2nc3ccccc3c(C(=O)OCC(=O)N(CCC#N)c3ccccc3)c2C1	15
COC(=O)[C@H](Cc1c[nH]c2ccccc12)NC(=O)NCc1ccccc1	-5
N#C[C@@H]1[C@@H](c2ccccc2-c2ccccc2F)[C@H](CO)N1C(=O)C1CCC1	-16[25 µM]
CN1CCN(NC(=S)NC(C)(C)CC(C)(C)C)CC1	-2
COc1cc(C(=O)Nc2cc(Cl)ccc2-n2cncn2)ccc1OC(F)F	-1
Cc1ccc2c(Cl)cc(Cl)c(OCC(=O)NC(=O)NCc3ccco3)c2n1	3
Cc1ccccc1OCC(=O)Nc1ccc(S(=O)(=O)N2CCCC2)cc1	23
CO[C@@H]1CN(C)C(=O)c2cc(NC(=O)Cc3ccccc3)ccc2OC[C@H](C)N(C(=O)c2ccccc2F)C[C@@H]1C	0[25 µM]
O=C(COC(=O)CNC(=O)c1ccc(Cl)cc1)NC1CCCCCC1	1
N#CCCN1CCN(S(=O)(=O)c2ccc3c(c2)OCCCO3)CC1	-3
CNC(=O)CCc1ccc(OC)cc1	-5
CCOC(=O)C1(C(N)=O)OC1(c1ccc(Cl)cc1)c1ccccc1Cl (stereo not drawn)	12
COc1cc(C(=O)Nc2ccccc2N2CCOCC2)ccc1OCC(=O)N1CCOCC1	2
C[C@H](CO)N1C[C@H](C)[C@H](CN(C)C(=O)c2ccccc2)OCc2cnnn2CCCC1=O	1
Cc1c(Cl)c(C(F)(F)F)nn1CC(=O)NN	4
COc1ccc(OCC(=O)NCC(c2cccs2)N2CCOCC2)cc1 (stereo not drawn)	-2
O=C(O)CCCn1nc(C(F)(F)F)c2c1CCCCC2	16
COc1ccc(NC(=O)N2CC(=O)N3[C@H](C2)[C@H](c2ccc(/C=C/c4ccccc4)cc2)[C@@H]3CO)cc1	-3
COc1ccccc1C=NN1CCCCCC1	-6
C[C@@H]1CN([C@H](C)CO)C(=O)CCCn2cc(nn2)CO[C@@H]1CN(C)CC1CCCCC1	-11[25 µM]
COc1ccc(S(=O)(=O)N2[C@@H]3CNC[C@H]2C3c2ccc(-c3ccccc3F)cc2)cc1 (stereo partly drawn)	2[25 µM]
O=C(CN1C(=O)c2ccccc2S1(=O)=O)Nc1ccc([N+](=O)[O-])cc1	7
CCC(CC)C(=O)Nc1cc(C)cc(C)c1	1
CN1c2ccc(-c3ccccc3F)cc2[C@H]2[C@H](CCN2C(=O)Cc2ccccn2)[C@H]1CO	-12[25 µM]
CN(C)C(=O)c1ccc(-c2cccc(-c3nc(C(=O)NCc4ccccc4)cc4c3[C@H](CCO)N([S@@](=O)C(C)(C)C)C4)c2)cc1	21[25 µM]
CC=Cc1ccc2n(c1=O)C[C@H]1[C@H](CO)[C@@H](C(=O)Nc3nccs3)N(Cc3cc(F)ccc3F)[C@@H]21 (mixture of isomers)	-1[25 µM]

The listing continues.
SMILES	CD40 NFkB inh
Cc1ccccc1-n1c(=O)n(Cc2ccco2)c(=O)c2[nH]cnc21	-11
Cc1cc(C)n2nc(C(=O)OCC(=O)N(CC(C)C)CC(C)C)nc2n1	7
Cc1cc(C(=O)NCCCOC(C)C)c2ccccc2n1	10
COc1ccc(NC(=O)CCN2CCCCCC2)cc1	10
O=S(=O)(NCCCCCCc1ccccc1)c1cccc2c(Cl)cccc12	-5[25 µM]
Cc1csc(=O)n1CC(=O)OCc1nnc(-c2ccc(Cl)cc2)o1	-15
C[C@H]1CN([C@@H](C)CO)C(=O)c2cc(N(C)C)ccc2O[C@@H]1CN(C)Cc1ccc(Oc2ccccc2)cc1	0[25 µM]
CCOC(=O)Cc1nn(C)c(=O)c2ccccc12	15
CCC(=O)c1ccc(OCC(=O)OCC(=O)N(CCC#N)c2ccc3c(c2)OCCO3)cc1	12
COc1ccc2c3c(n(C)c2c1)[C@@H](CO)NCC31CCN(CC2CCCCC2)CC1	12[25 µM]

Some of the entries so far, with values ahead of the structure.
CD40 NFkB inh | molecule
10 | COc1ccc(NC(=O)CCN2CCCCCC2)cc1
-5[25 µM] | O=S(=O)(NCCCCCCc1ccccc1)c1cccc2c(Cl)cccc12
-15 | Cc1csc(=O)n1CC(=O)OCc1nnc(-c2ccc(Cl)cc2)o1
0[25 µM] | C[C@H]1CN([C@@H](C)CO)C(=O)c2cc(N(C)C)ccc2O[C@@H]1CN(C)Cc1ccc(Oc2ccccc2)cc1
15 | CCOC(=O)Cc1nn(C)c(=O)c2ccccc12
12 | CCC(=O)c1ccc(OCC(=O)OCC(=O)N(CCC#N)c2ccc3c(c2)OCCO3)cc1
12[25 µM] | COc1ccc2c3c(n(C)c2c1)[C@@H](CO)NCC31CCN(CC2CCCCC2)CC1

Later entries:
SMILES	CD40 NFkB inh
C[C@@H]1CN([C@H](C)CO)C(=O)CCCn2cc(nn2)CO[C@@H]1CN(C)C(=O)Nc1cccc2ccccc12	-6[25 µM]
COc1cc(C(=O)NCCc2ccccc2)ccc1OCC(=O)N1CCOCC1	-2
CCn1cc(C(=O)OCC(=O)Nc2ccc(C(C)C)cc2)c(=O)c2ccc(C)nc21	13
Cc1cc(NC(=O)C(C)(C)C)no1	16
C/C(=N\NC(=O)c1cccc(S(=O)(=O)N2CCCC2)c1)c1ccco1	-6
Cc1nc(N)sc1Cc1ccc2c(c1)OCO2	7
CC(=O)N(C)C[C@@H]1[C@@H](c2ccc(-c3ccc(F)cc3)cc2)[C@H](CO)N1C(C)=O	-18[25 µM]
O=[N+]([O-])c1c(Nc2ccccc2)ccc2nonc12	1
COc1ccc(C#Cc2ccc([C@H]3[C@H](CO)N4CCCCN(C(=O)c5ccncc5)C[C@@H]34)cc2)cc1	3[25 µM]
O=C(CN(CCO)c1ccccc1)Nc1cccc(S(=O)(=O)N2CCCC2)c1	9
CO[C@H]1CN(C)C(=O)c2cc(NC(C)=O)ccc2OC[C@H](C)N(S(C)(=O)=O)C[C@H]1C	-15[25 µM]
OC(COc1ccc2ccccc2c1)CN1CCCC1 (stereo not drawn)	-36
O=C(COC(=O)/C=C/c1ccc(Br)o1)NCCCN1CCCC1=O	2
CCOC(=O)C1CCCN(C(=O)c2ccc(-c3ccc([N+](=O)[O-])cc3)o2)C1 (stereo not drawn)	47
Cc1ccc(S(=O)(=O)Nc2ccc3c(c2)CC(=O)N([C@@H](C)CO)C[C@@H](C)[C@H](CN(C)S(=O)(=O)c2ccccc2)O3)cc1	17[25 µM]
CC[N+](C)(C)Cc1ccccc1Br	0
CN(C)CCN(Cc1ccccc1)c1ccccn1	22
CC(C)CC1NC(=O)N(CC(=O)Nc2ccc(OCc3ccccc3)cc2)C1=O (stereo not drawn)	-12
O=C(C[C@@H]1C[C@@H]2c3cc(NC(=O)C4CCOCC4)ccc3O[C@@H]2[C@@H](CO)O1)NC1CCCC1	5
CC(=O)N1CCCCN2[C@H](CO)[C@H](c3ccc(Br)cc3)[C@@H]2C1	-8[25 µM]
O=C(C1COc2ccccc2O1)N1CCN(c2nc3c(F)cc(F)cc3s2)CC1 (stereo not drawn)	-34
COc1ccc2[nH]c(C(=O)Nc3ccc4c(c3)OCO4)cc2c1	-71
O=C(NCCc1ccco1)c1ccc(OCc2cn3ccccc3n2)cc1	-59
O=C(Nc1ccccc1)C1CC(=O)N(c2ccc3c4c(cccc24)CC3)C1 (stereo not drawn)	9
Cc1noc(C)c1S(=O)(=O)N1CCC(C(=O)N(C)Cc2ccccc2)CC1	0
CCCC(=O)Nc1ccc2c(c1)C(=O)N(C)C[C@H](OC)[C@@H](C)CN(C(=O)c1ccccn1)[C@H](C)CO2	-3[25 µM]
CCOC(=O)c1cc(NC(=O)N(C(C)C)C(C)C)c(C)nc1C	7
O=C(O)CCCNCc1ccccc1F	12
COc1ccccc1C(=O)N1C[C@H]2[C@@H](c3ccccc31)[C@H](CO)N2Cc1ccc(F)cc1	5[25 µM]

Only part of the results is shown; the hit share may differ from the screen's.
